ATG4B inh: blocks human ATG4B protease cleavage of LC3 substrate | Q9Y4P1 | ATG4B cleavage of LC3-PLA2, NBD-HPC fluorescence, 1 h | inhibition, % at 8.33 µM | 340,000 tested, 0.51% active; in the data active means inhibition above about 40%
MIN6 prolif: induces beta-cell replication in MIN6 cells | MIN6 cells proliferation, ATPlite luminescence, 48 h; cells starved in 0.2% serum; 100% = growth in 10% serum | proliferation, % at 10 µM | 330,000 tested, 0.29% active | AID 2380;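 active means compounds whose signal lies at least 3.5 SD above the mean of all wells on their plate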;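 further: 0% = DMSO-treated cells in low-serum medium and 100% = 10% serum control; some compounds called inactive have numbers as strong as hits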
APOBEC3G inh: APOBEC3G (human) deaminase inhibition. 330,000 tested, 0.28% active. AID 493012. recombinant A3G, ssDNA deamination FAM/TAMRA fluorescence. inhibition, % at 20 µM;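 active means inhibition of at least 40% at 20 µM, with no more than 30% in the related APOBEC3A deaminase screen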;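 further: plate controls were DMSO wells with A3G for no effect and wells lacking A3G enzyme for full effect; some compounds called inactive have numbers as strong as hits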
Target sequence (Q9HC16 whole entry, looked up): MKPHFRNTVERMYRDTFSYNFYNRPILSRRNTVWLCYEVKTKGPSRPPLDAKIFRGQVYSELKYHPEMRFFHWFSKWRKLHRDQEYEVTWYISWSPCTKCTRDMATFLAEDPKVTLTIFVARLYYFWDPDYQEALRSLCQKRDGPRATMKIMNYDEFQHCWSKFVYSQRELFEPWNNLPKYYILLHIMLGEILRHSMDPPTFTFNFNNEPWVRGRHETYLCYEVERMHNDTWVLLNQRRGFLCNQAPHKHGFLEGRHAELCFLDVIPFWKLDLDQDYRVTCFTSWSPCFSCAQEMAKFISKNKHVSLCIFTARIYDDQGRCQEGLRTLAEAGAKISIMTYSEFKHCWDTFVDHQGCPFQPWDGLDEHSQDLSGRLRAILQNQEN
APOBEC3A inh: human APOBEC3A DNA deaminase inhibition; P31941; recombinant A3A, FAM/TAMRA ssDNA deamination fluorescence; inhibition, % at 20 µM; 330,000 tested, 0.41% active; AID 493011;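 active means at least 40% inhibition at 20 µM here, with at most 30% in a related deaminase screen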;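 further: plate controls were A3A with DMSO for no effect and wells lacking A3A enzyme for full effect; some results filed as inactive read as strong as hits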
MPTP inh: permeability transition pore inhibition | AID 602449 | 360,000 tested, 1.4% active | isolated mouse mitochondria, Ca2+ swelling absorbance, 30 min | inhibition, % at 10 µM;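 active means inhibition of 50% or more, scaled per plate between neutral and stimulator controls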;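 further: 0% = DMSO wells given calcium and 100% = 1 mM EGTA wells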
mIAP block: mouse IAP inhibition | inhibition, % at 10 µM | 330,000 tested, 0.2% active | purified mouse IAP, CDP-Star luminescence, 30 min | AID 2806;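 active means inhibition of at least 40% at 10 µM in the primary screen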;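 further: plate controls were DMSO with enzyme for no effect and no enzyme wells for full effect; values of inactives mirror those of a sister screen read the other way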
hIAP activ: increases human intestinal alkaline phosphatase activity | 330,000 tested, 0.16% active | purified human IAP, CDP-Star luminescence, 30 min; active compounds read high; 1 = vehicle-only enzyme, 0 = enzyme-free background | P09923 | activation factor at 10 µM;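 active means activation factor of the enzyme at least 2-fold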; further: the source names both 10 and 20 µM as test concentration; values of inactives mirror those of a sister screen read the other way
Target sequence (P09923 whole entry, looked up): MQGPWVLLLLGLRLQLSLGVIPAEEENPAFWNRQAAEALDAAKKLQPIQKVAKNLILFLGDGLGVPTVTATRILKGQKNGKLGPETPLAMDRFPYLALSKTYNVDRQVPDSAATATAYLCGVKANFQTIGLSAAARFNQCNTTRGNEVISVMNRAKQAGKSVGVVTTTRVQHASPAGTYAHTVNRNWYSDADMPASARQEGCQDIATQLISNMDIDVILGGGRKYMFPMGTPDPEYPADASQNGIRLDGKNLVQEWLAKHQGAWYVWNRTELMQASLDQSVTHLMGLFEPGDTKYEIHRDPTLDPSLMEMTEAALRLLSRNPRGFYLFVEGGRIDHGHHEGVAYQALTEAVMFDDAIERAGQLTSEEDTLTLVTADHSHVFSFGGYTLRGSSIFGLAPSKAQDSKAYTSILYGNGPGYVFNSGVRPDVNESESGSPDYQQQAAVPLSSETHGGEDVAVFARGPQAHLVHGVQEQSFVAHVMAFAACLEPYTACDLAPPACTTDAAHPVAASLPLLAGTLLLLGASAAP
hIAP block: human IAP inhibition. purified IAP, CDP-Star luminescence, 30 min. inhibition, % at 10 µM. 330,000 tested, 0.12% active. AID 2544;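 active means inhibition reaching a set limit with compound at 10 µM in the primary screen, cut at about 35% in these data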;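 further: plate controls were DMSO wells with enzyme for no effect and no-enzyme buffer wells for full effect; values of inactives mirror those of a sister screen read the other way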
mIAP act: mouse IAP activation | muIAP, CDP-Star luminescence, 30 min; active compounds read high; 1 = vehicle-only enzyme signal, 0 = enzyme-free wells | activation factor at 10 µM | 330,000 tested, 0.24% active | AID 2805;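 active means activation factor of at least 2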; further: the source names both 10 and 20 µM as test concentration; values of inactives mirror those of a sister screen read the other way
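Assay system: mouse IAP enzyme; reagent: chemiluminescent substrate CDP-Star; dosing: test compounds delivered from DMSO solution; schedule: 30 min at room temperature; measured by: luminescence from enzymatic CDP-Star hydrolysis; controls: DMSO-only wells and no-enzyme negative control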
Starred values were filed as active, the others as inactive.

entry	structure	ATG4B inh	MIN6 prolif	APOBEC3G inh	APOBEC3A inh	MPTP inh	mIAP block	hIAP activ	hIAP block	mIAP act
1	CCOC(=O)N1CCN(C(=O)c2ccc(NC(=O)CC)cc2)CC1	-7	-4	0	5	-2.5	-12	1.1	-11	1.1
2	Nc1nc(Cl)nc(N(c2ccccc2)c2ccccc2)n1	7	2	-3	-1	-0.6	2	0.86	14	0.98
3	Cc1ccc(NS(=O)(=O)c2cccc3nsnc23)cc1C	2	-5	-1	2	0.4	-2	1.1	-9	1
4	O=C(Nc1ccccc1C(=O)NCC1CCCO1)c1ccco1 (stereo not given)	-12	-1	-8	0	-1.2	4	0.83	17	0.96
5	CCOc1c(Cl)cc(Cl)cc1CNCCNCCO	9	-1	-3	-6	-1.2	-6	0.99	1	1.1
6	C/C(=N\Nc1ccccn1)c1ccc(N2CCOCC2)cc1	-4	-3	-2	-1	-2.0	-2	1.1	-8	1
7	COc1ccc(NC(=O)COC(=O)c2cc(C)oc2C)c([N+](=O)[O-])c1	-6	-1	-5	1	-0.4	-3	1.1	-7	1
8	O=C(CNS(=O)(=O)c1c(Cl)cccc1Cl)OCc1csc(-c2ccccc2)n1	-12	-2	-7	3	1.1	9	1.1	-7	0.91
9	CC(C)(C)OC(=O)N[C@H](C(=O)OC(C)(C)C)c1ccccc1	-4	7	-8	-1	0.6	0	0.95	5	1
10	Cc1cc(C)c(S(=O)(=O)NCCc2ccncc2)c(C)c1	4	0	5	0	0.1	-6	0.95	5	1.1
11	CC(=O)Nc1ccc(S(=O)(=O)N(C)CC(=O)OCC(=O)Nc2cc(C)on2)cc1	-42	-3	-6	3	0.5	0	0.89	11	1
12	Cn1cc(S(=O)(=O)N2CCc3ccccc3C2)c(=O)n(C)c1=O	-2	-2	-10	-4	-0.7	-4	0.94	6	1
13	O=C1NCCCC1C(=O)Nc1cccc(C(F)(F)F)c1 (stereo not given)	3	5	-8	-4	-0.1	-7	0.93	7	1.1
14	O=C(Nc1nc(-c2ccccc2Cl)cs1)c1cccnc1	2	1	-2	8	1.6	-7	1	-2	1.1
15	CN(CC(=O)Nc1ccccc1Cl)C(=O)COC(=O)c1cccs1	10	-2	-5	-2	-0.4	-9	0.89	11	1.1
16	COCCCNC(=O)CCCCCNS(=O)(=O)c1ccc(Br)cc1	6	2	-7	0	-1.0	0	1	-2	1
17	CCN(CC)S(=O)(=O)c1cc(C(=O)Nc2nncs2)c(Cl)cc1Cl	6	-6	-1	3	-0.5	3	0.87	13	0.97
18	CC(C(=O)N1CCOCC1)N1C(=O)C2C3C=CC(C4CC34)C2C1=O (stereo not given)	5	2	2	6	-2.0	-6	0.84	16	1.1
19	Cc1ccc(CN2C(=O)c3ccccc3Sc3ccc(C(=O)NCCN4CCOCC4)cc32)cc1	-10	-3	-6	-7	-1.2	3	1.1	-5	0.97
20	CC(Sc1nn(-c2ccc(Cl)cc2)c(=S)s1)C(=O)NCC1CCCO1 (stereo not given)	-7	-3	-7	-7	-0.9	9	1.1	-7	0.91
21	O=C(Nc1ccc(Br)cn1)C1CCCN1S(=O)(=O)c1ccccc1 (stereo not given)	-2	4	-8	-1	2.5	2	0.9	10	0.97
22	O=C(COC(=O)c1ccc([N+](=O)[O-])o1)NC12CC3CC(CC(C3)C1)C2	-15	-4	-6	-4	-1.7	9	0.99	0	0.91
23	CC(=O)c1ccc(N2CCN(C(=O)CCS(=O)(=O)c3ccc4c(c3)CCN4C(C)=O)CC2)cc1	-4	-1	-6	-3	-0.5	4	1.2	-19	0.96
24	O=C(N/N=C/c1ccco1)c1cc(-c2ccc3ccccc3c2)n[nH]1	23	-6	-6	0	1.8	4	2.1*	-108	0.96
25	Cc1ccc(OCCn2c(=S)[nH]c3ccccc32)c(C(C)C)c1	15	-6	1	0	0.6	0	1.2	-21	1
26	CC1=C(C(=O)OC(C)C)C(c2cccc(F)c2)N2C(=O)C(C)SC2=N1 (stereo not given)	-9	-2	-4	-2	0.0	2	1.1	-7	0.98
27	Cc1cc[n+](-c2nc3ccccc3nc2[N-]S(=O)(=O)c2cccs2)cc1C	3	-4	-8	-4	1.4	8	0.91	9	0.92
28	CCOC(=O)C1CCCN(C(=O)c2ccc(OC(C)=O)cc2)C1 (stereo not given)	-3	1	-5	-2	1.4	5	0.79	21	0.95
29	C=CCOc1ccccc1CN1CCC(n2nccc2NC(=O)C2CCOC2)CC1 (stereo not given)	-2	-3	-8	0	-0.7	2	0.95	5	0.98
30	COc1ccc(C(=O)N2CCN(C(=O)Cc3ccccc3)CC2)cc1	-5	2	-8	-5	-0.4	7	0.96	4	0.93
31	Cc1ccc(NC(=S)c2ccc3ccccc3n2)c(C)c1	1	-2	46*	3	-2.6	12	1.2	-16	0.88
32	CC(=O)Nc1ccc(OCCOc2ccccc2C(C)=O)cc1	-11	-2	-8	0	-2.0	7	0.97	3	0.93
33	CN(C)S(=O)(=O)c1cccc(COC(=O)c2cccnc2Cl)c1	-10	0	-7	-2	1.4	0	0.89	11	1
34	COc1ccc(Cl)cc1C(=O)Nc1ccc(NC(=O)C(C)C)cc1	-32	2	-2	4	-1.1	2	1.1	-5	0.98
35	CCCN1CCN(C(=O)c2noc3c2COc2ccc(C)cc2-3)CC1	8	3	2	0	-1.3	3	0.9	10	0.97
36	COc1ccc(S(=O)(=O)N2CCC(Nc3ccccc3Cl)CC2)cc1	6	-6	0	34	1.2	1	0.71	29	0.99

Fetched by compound from the list above (three):
entry	structure	ATG4B inh	MIN6 prolif	APOBEC3G inh	APOBEC3A inh	MPTP inh	mIAP block	hIAP activ	hIAP block	mIAP act
27	Cc1cc[n+](-c2nc3ccccc3nc2[N-]S(=O)(=O)c2cccs2)cc1C	3	-4	-8	-4	1.4	8	0.91	9	0.92
34	COc1ccc(Cl)cc1C(=O)Nc1ccc(NC(=O)C(C)C)cc1	-32	2	-2	4	-1.1	2	1.1	-5	0.98
31	Cc1ccc(NC(=S)c2ccc3ccccc3n2)c(C)c1	1	-2	46*	3	-2.6	12	1.2	-16	0.88

Continuation:
entry	structure	ATG4B inh	MIN6 prolif	APOBEC3G inh	APOBEC3A inh	MPTP inh	mIAP block	hIAP activ	hIAP block	mIAP act
37	COc1ccc(-n2cnnc2SCc2cnc(-c3ccccc3)s2)cc1	-10	-1	-7	-2	0.8	12	0.97	2	0.88
38	COc1ccccc1OCCC(=O)OCC(=O)Nc1ccc(S(=O)(=O)N2CCOCC2)cc1	-2	0	-5	-2	-0.5	13	0.93	7	0.87
39	CN1CCN(S(=O)(=O)c2ccc(NC(=S)NC(=O)C3CCC3)cc2)CC1	1	0	2	1	0.1	-5	0.88	12	1
40	Cn1c(=O)[nH]c(=O)c2c1nc(N/N=C/c1cccnc1)n2Cc1ccc(Cl)cc1	-4	1	6	3	1.1	-2	1.1	-13	1
41	CC(=O)c1cn(Cc2ccccc2)c(=O)n(Cc2ccc(F)cc2)c1=O	6	-1	-8	0	0.2	0	0.99	1	1
42	CC(=O)Oc1ccc(C(=O)Cc2ccc3ccccc3n2)c(O)c1C	-3	-4	-7	2	3.9	11	0.89	11	0.89
43	Nc1nc(N)nc(-c2cccc(Cl)c2)n1	-2	10	2	4	-0.5	1	1	-4	0.99
44	CCOc1cccc(C=NCCc2ccc(OC)c(OC)c2)c1O	7	-2	-3	-7	-0.2	-10	1	0	1.1
45	Cc1ccc(S(=O)(=O)N(C)C)cc1NC(=O)c1cc(=O)[nH]c2ccccc12	-9	-1	-1	20	3.9	1	1.1	-9	0.99
46	NC(=O)c1ccc(NC(=O)COC(=O)CCC(=O)c2ccc(Cl)cc2)cc1	-15	0	-3	0	1.8	0	0.83	16	1
47	Cc1ccc(S(=O)(=O)N2CCN(C(=O)COC(=O)/C=C/c3ccc([N+](=O)[O-])cc3)CC2)c(C)c1	-7	-3	-10	-5	-0.9	6	1.2	-16	0.94
48	c1ccc(CNc2nc(-c3cccnc3)cs2)cc1	2	3	-16	-10	-1.1	-9	1	0	1.1

Full records as entered above. Values in the order: ATG4B inh	MIN6 prolif	APOBEC3G inh	APOBEC3A inh	MPTP inh	mIAP block	hIAP activ	hIAP block	mIAP act
Shown for CCOc1cccc(C=NCCc2ccc(OC)c(OC)c2)c1O : 7	-2	-3	-7	-0.2	-10	1	0	1.1
Shown for CC(=O)c1cn(Cc2ccccc2)c(=O)n(Cc2ccc(F)cc2)c1=O : 6	-1	-8	0	0.2	0	0.99	1	1
Shown for c1ccc(CNc2nc(-c3cccnc3)cs2)cc1 : 2	3	-16	-10	-1.1	-9	1	0	1.1
Shown for NC(=O)c1ccc(NC(=O)COC(=O)CCC(=O)c2ccc(Cl)cc2)cc1 : -15	0	-3	0	1.8	0	0.83	16	1
Shown for Cc1ccc(S(=O)(=O)N(C)C)cc1NC(=O)c1cc(=O)[nH]c2ccccc12 : -9	-1	-1	20	3.9	1	1.1	-9	0.99

(list continues)
entry	structure	ATG4B inh	MIN6 prolif	APOBEC3G inh	APOBEC3A inh	MPTP inh	mIAP block	hIAP activ	hIAP block	mIAP act
49	COc1ccc(CCC(=O)OCC(=O)Nc2ccccc2OC(F)F)cc1OC	-2	1	-3	0	-1.9	-6	1.2	-16	1.1
50	COc1cccc(CN2C(=NC(=O)CCC3CCCC3)SC3CS(=O)(=O)CC32)c1 (stereo not given)	4	0	0	1	-0.9	-1	1.3	-35	1
51	Cc1cc2nc(/C(C#N)=C/c3ccncc3)[nH]c2cc1C	-1	-4	2	4	3.6	9	0.98	2	0.91
52	COCCN(C(=O)CNC(=O)c1ccco1)C(C(=O)NC1CCCCC1)c1cccnc1 (stereo not given)	-3	-3	-15	0	-0.1	-4	1	0	1
53	S=C1NCCNC(=S)NCCOCCN1	-2	-3	-2	-3	-2.2	1	0.94	6	0.99
54	CCC1CCCCN1C(=O)N[C@@H](Cc1ccccc1)C(=O)O (stereo not given in full)	0	0	-7	-3	-1.7	5	1.1	-11	0.95
55	CCOc1ccc(NC(=O)CN2CCN(CC(=O)Nc3ccc(F)cc3)CC2)cc1	-6	-2	1	3	1.1	-4	1.2	-17	1
56	C/C(N)=C(/C#N)C(=O)COC(=O)CCSc1ccccc1Cl	-21	-3	-3	-1	-0.5	1	0.91	9	0.99
57	CC1(NC(=O)CCc2nc3sc4c(c3c(=O)[nH]2)CCCC4)CCS(=O)(=O)C1 (stereo not given)	4	3	11	15	-1.9	6	1.1	-9	0.94
58	CCCS(=O)(=O)Nc1ccc(N2CCCCC2)c(S(=O)(=O)Nc2ccccc2OC)c1	-5	-7	-4	-2	0.4	8	0.84	16	0.92
59	NNC(=O)c1cccc(S(=O)(=O)Nc2cc(Cl)ccc2Cl)c1	0	2	-7	3	1.2	6	0.99	1	0.94

Source: PubChem BioAssay (Sanford-Burnham Center for Chemical Genomics)
